S3 lipid droplet: qHTS Assay for Lipid Storage Modulators in Drosophila S3 Cells; lipid storage change, negative = inhibition, % at the top dose, mostly 46.1 µM; hits show Potency in µM; AID 2685, 2010; 0.64% of 320,000 active; Drosophila S3 cells, BODIPY lipid droplet fluorescence, 18-24 h; cells fed with added oleic acid; active = well fitted inhibition curve with a large enough effect in the signal ratio, with a control signal flat, not every such curve was filed as active; inconclusive = small, poorly fitted or top-dose-only effect, or effect the other way, or a change in a side signal; the % refers to the signal ratio
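Laser-scanning cytometry quantifies lipid droplet accumulation (500–530 nm total intensity; droplet/cell object ratio) in oleic acid-fed (400 uM added) Drosophila S3 cells treated with a concentration series. 20 uM Triacsin C defined 100% inhibition.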
S3 lipid droplet cell count max: second read-out of S3 lipid droplet, no call of its own (marks repeat the call); cell number change, %; measured here: cell count max response;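 cells counted by Cell Tracker Red CMTPX staining in the red channel; peak over a dose series mostly up to 46.1 µM; percent activity relative to internal control wells on each plate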
Starred values were filed as active, the others as inactive; i = inactive; ? = inconclusive; . = no result given; [ ] = remark or other dose. % is scaled to controls: 0 for no effect and ±100 for the full control effect; potency is read from the fitted curve at half-maximal effect. This is a subset; rates above refer to the full screens.

S3 lipid droplet	S3 lipid droplet cell count max	Molecule
?	.	Cc1nc(C)c(C(=O)N2CCCC(C(=O)c3ccc4ccccc4c3)C2)s1 (stereo not given)
i[9.22 µM]	.	CCc1c(C)nn(C(=O)/C(C#N)=C\N(C)C)c1C
7%	.	O=C(Cc1ccccc1)Nc1cccc(C(=O)O)c1O
?	.	COc1cc(C2Nc3cc(Cl)c(S(N)(=O)=O)cc3S(=O)(=O)N2)cc(OC)c1OC (stereo not given)
?	.	O=C(CNS(=O)(=O)c1ccc([N+](=O)[O-])cc1)N/N=C\c1ccc(O)cc1
11%	13	CN1CCCN(C(=O)/C=C/c2ccc(F)cc2)CC1
?	.	CN(CC(=O)OCC(=O)NCc1ccccc1)S(=O)(=O)c1ccc(F)cc1
i	.	Cc1cc(NS(=O)(=O)c2ccc(Cl)cc2)nn1CC(=O)NCc1ccco1
i	6	Cc1cc(=O)oc2c(C)c(OC(C)C(=O)NC3CCN(Cc4ccccc4)CC3)ccc12 (stereo not given)
-17%	1	CCN=C(NS(=O)(=O)c1ccc(Br)cc1)c1ccc(Cl)cc1
i	.	N#CC1=C(N)N(c2ccc(F)cc2)C(=O)C1
?	.	CCOc1c(Cl)cc(C(=O)NCCN2CCCCC2)cc1Cl

Whole records, looked up by structure. Screens in order: S3 lipid droplet, S3 lipid droplet cell count max
Cc1cc(=O)oc2c(C)c(OC(C)C(=O)NC3CCN(Cc4ccccc4)CC3)ccc12 (stereo not given) as listed: i, 6
N#CC1=C(N)N(c2ccc(F)cc2)C(=O)C1 as listed: i, .
CCc1c(C)nn(C(=O)/C(C#N)=C\N(C)C)c1C as listed: i[9.22 µM], .
CN1CCCN(C(=O)/C=C/c2ccc(F)cc2)CC1 as listed: 11%, 13
O=C(CNS(=O)(=O)c1ccc([N+](=O)[O-])cc1)N/N=C\c1ccc(O)cc1 as listed: ?, .

Continued.
S3 lipid droplet	S3 lipid droplet cell count max	Molecule
1%	-3	Cc1ccccc1/C(N)=N/OC(=O)N1c2ccccc2Sc2ccccc21
?	.	CCn1c(NCc2ccc(N(C)C)cc2)nc2ccccc21
?	.	Cn1cc(CCC(=O)NC2CC(C)(C)Cc3c2cnn3-c2ccc(F)cc2)cn1 (stereo not given)
?	.	N#Cc1ccc(CC(C(=O)O)N2Cc3ccccc3C2=O)cc1 (stereo not given)
-2%	-14	CCCCNC(=O)CC(NS(=O)(=O)c1ccc(C)cc1)c1ccco1 (stereo not given)
?	.	Cc1cccc(NC(=O)CSc2nnc(NC(=O)C3CC3)s2)c1C
?	.	COC(=O)c1nn(-c2ccccc2)c(=O)cc1Oc1ccc(Cl)cc1
i	19	COc1ccc(CC(=O)NC2CCN(CC(=O)N3CCCc4ccccc43)CC2)cc1OC
1%	20	Cc1c(S(=O)(=O)Nc2cc(Cl)ccc2Cl)c(=O)n(C)c(=O)n1C
?	.	Cc1ccc(-c2noc(C3CCCN(C(=O)c4ccc(F)cc4F)C3)n2)cc1 (stereo not given)
?	.	COc1ccc(N/N=C(/C#N)S(=O)(=O)c2nsc(C)c2C#N)cc1
i	-5	O=C(Oc1ccnc2cc(Cl)ccc12)N1CCOCC1
29µM*	-18*	COc1cccc(C(=O)Nc2nnc(S(=O)(=O)N(C)Cc3ccc(F)cc3)s2)c1
8%	7	COc1ccc(/C=N/N2CCOCC2)cc1Cn1cc([N+](=O)[O-])cn1
?	.	Cc1ccnc(NS(=O)(=O)c2ccc(NC(=O)C3COc4ccccc4O3)cc2)n1 (stereo not given)
-35%	-10	Cc1ccc(CNC(=O)COC(=O)c2cccc(S(=O)(=O)N3CCCCC3)c2)cc1
?	.	C/C(=N\Nc1ccc(S(N)(=O)=O)cc1[N+](=O)[O-])c1cccs1
?	.	COC(=O)c1c(N)sc(C(C)=O)c1C
?	.	CCc1cccc(CC)c1-n1c(SCC(=O)c2c(N)n(C)c(=O)n(C)c2=O)nnc1-c1cccnc1
13%	4	C/C(CC(=O)Nc1ccc([N+](=O)[O-])cc1)=N\NC(=O)c1ccccc1[N+](=O)[O-]
9%	11	O=C(/C=C/c1ccc([N+](=O)[O-])cc1)NCc1ccc2c(c1)OCO2
?	.	NC(=O)c1c(NC(=O)C2COc3ccccc3O2)sc2c1CCN(Cc1ccccc1)C2 (stereo not given)
?	.	CC(C)CNC(=O)C(=O)NCC1OCCCN1S(=O)(=O)c1ccc2c(c1)OCCO2 (stereo not given)
?	.	C=CCNc1ncnc2ccc(Br)cc12
?	.	O=C(Cc1c[nH]c2ccccc12)NCc1ccc(Cl)cc1
?	.	COC(=O)c1ccc(NS(=O)(=O)NC(=O)c2c[nH]c3ccccc23)cc1
?	.	CC1CCCN(C(=O)C(C)Sc2nc(-c3ccccc3)cc(C(F)(F)F)n2)C1 (stereo not given)
?	.	CCC(O)CNC(=O)NC(=C(Cl)Cl)c1ccc(C)c(F)c1 (stereo not given)
?	.	CCc1ccc(NC(=O)COc2ccc(Br)cn2)cc1
?	.	COc1ccc(C(=O)NCCS(=O)(=O)N2CCC3(CC2)OCCO3)cc1
?	.	COc1ccccc1NC(=O)CSc1ncc(CO)n1Cc1ccc(F)cc1
22%	26	COc1cc(C(=O)Nc2ccc(NC(=O)c3ccco3)nc2)cc(OC)c1OC
?	.	Oc1ccc(Oc2ccc3c(C(F)(F)F)cc(C(F)(F)F)nc3n2)cc1
4%	-28	Cn1cccc1C(=S)N=P(C1CCCCC1)(N1CCOCC1)N1CCOCC1
?	.	C[C@@]12C(=O)Nc3cc(F)ccc3C(=O)N1[C@H]1c3ccccc3OC[C@@H]1[C@@H]2c1ccccc1
i	.	CCc1ccc2c(c1)c1nnc(NN)nc1n2CC

Molecules listed so far containing a furan ring, fused or not:
S3 lipid droplet	S3 lipid droplet cell count max	Molecule
i	.	Cc1cc(NS(=O)(=O)c2ccc(Cl)cc2)nn1CC(=O)NCc1ccco1
-2%	-14	CCCCNC(=O)CC(NS(=O)(=O)c1ccc(C)cc1)c1ccco1 (stereo not given)
22%	26	COc1cc(C(=O)Nc2ccc(NC(=O)c3ccco3)nc2)cc(OC)c1OC

Going on with the list:
S3 lipid droplet	S3 lipid droplet cell count max	Molecule
?	.	COCCNC(=S)N/N=C(\C)c1ccc(Cl)s1
i	-2	O=[N+]([O-])c1ccc2c(c1)ncn2CCc1ccccc1
i	.	CN(C)c1oc(COc2ccccc2F)nc1C#N
6%	-10	Cc1ccc(C)c(NC2=NCC(=O)N2C2CCCCC2)c1
?	.	O=C(NC(c1ccc(Cl)cc1)c1cc(Cl)c2cccnc2c1O)c1cccnc1 (stereo not given)
-16%	-10	O=C1CN(C(=O)COC(=O)/C=C/c2ccc(OC(F)F)cc2)c2ccccc2N1
?	.	CCOc1ccccc1NC=C1C(=O)OC(C)(C)OC1=O
i	-24	COc1ccc(C(C(=O)NC2CCCC2)N(C(=O)c2csnn2)C2CC2)cc1 (stereo not given)
-16%	-8	CCOC(=O)C1(Cc2ccccc2C(F)(F)F)CCN(Cc2ccc(COC)o2)CC1
?	.	CC1Nc2ncnc(N3CCN(c4ccccn4)CC3)c2N(Cc2ccccc2)C1=O (stereo not given)
?	.	S=c1[nH]nc(-c2ccc3ncccc3c2)n1-c1ccc2c(c1)OCCO2
-12%	-15	Cc1ccccc1-c1n[nH]c(=S)n1/N=C/c1c(C)nn(-c2ccccc2)c1C
?	.	COc1ccc(C(=O)NN(C)c2nc(-c3ccccc3)cc(C)c2S(C)(=O)=O)cc1
?	.	Cn1c(CNC(=O)c2ccccc2F)nnc1SCCOc1ccccc1
?	.	O=C(c1sccc1-c1ccccc1)N1CCN(S(=O)(=O)c2ccccc2F)CC1
?	.	COc1ccc(C(C)=O)cc1COC(=O)Cn1cnc2ccccc2c1=O
i	.	COc1ccc(CN2C(=O)CN=C2Nc2ccc(C)cc2C)cc1
4%	-1	Cc1ccc(S(=O)(=O)CCc2nc3ccccc3s2)cc1
7%	1	Cc1cc(-c2ccco2)n(CC(=O)NCc2ccco2)n1
?	.	COCCN=C1Sc2nc3c(C)cccc3cc2CN1Cc1ccco1
i	-14	CCc1cccc(NC(=O)CCNS(=O)(=O)c2ccc3c(c2)oc(=O)n3C)c1
17%	-5	O=C(O)C(Oc1ccc2cc(-c3ccc(Cl)cc3)c(=O)oc2c1)c1ccccc1 (stereo not given)
?	.	CCCN(CCC)CCCNC(=O)C1c2cc(OC)c(OC)cc2C(=O)N(C)C1c1cccnc1 (stereo not given)
?	.	COc1ccc(NC(=O)/C(=C\c2ccco2)NC(=O)c2ccco2)cc1
?	.	CCOc1ccc(/C=N/NC(=O)CN2CCCCC2)cc1OCC
?	.	COc1cc(OC)cc(-c2c(-c3cccs3)c3cc(-c4ccc5c(c4)OCO5)ccc3n2C)c1
?	.	COc1c(C)cccc1C(=O)Nc1ccc(N2CCN(C(=O)c3ccccc3C)CC2)cc1
29%	-9	C=CCN1C(=O)C2(OCCCO2)c2c(C)ccc(C)c21
?	.	Cn1c(=NC(=O)COc2ccccc2)sc2cc(F)cc(F)c21
-4%	20	O=C(COc1ccc2ccccc2c1)NNC(=O)Nc1ccccc1F
?	.	Cc1ccc2c(c1)N(CC(=O)NC1CCCCC1)C(=O)c1cccnc1O2
?	.	CCN1C(=O)C(CC(=O)Nc2ccc(F)cc2)N(CCCN2CCN(c3ccc(F)cc3)CC2)C1=S (stereo not given)
?	.	COc1cccc2cc(C(=O)Nc3ccccc3C)/c(=N/O)oc12
?	.	O=C(CCC(=O)Nc1cccc([N+](=O)[O-])c1)NCc1ccccc1
-2%	-11	COc1cc(CNC(C)(C)CO)cc(Br)c1OCc1ccc(Cl)cc1
?	.	C=CCN1C(=O)C(CC(=O)Nc2ccc(OC)cc2)SC1=Nc1ccc(S(N)(=O)=O)cc1 (stereo not given)
-23%	-18	CC1CN(CCOc2ccc([N+](=O)[O-])cc2)CC(C)O1 (stereo not given)
?	.	COCCCN1C(=O)C(=O)/C(=C(/O)c2ccc3c(c2)OCCO3)C1c1ccc(C(=O)OC)cc1 (stereo not given)
i[0.369 µM]	-9	COc1ccc(NC2CCCN(C(=O)c3oc(C)cc3C)C2)cc1OC (stereo not given)
i	5	CC(CS(=O)(=O)c1ccc2c(c1)NC(=O)CS2)C(=O)N1CCN(c2cccc(Cl)c2)CC1 (stereo not given)
?	.	CCCNc1nc2c(c(=O)[nH]c(=O)n2C)n1CCCc1ccccc1
10%	1	O=C(COC(=O)CCS(=O)(=O)c1ccc(Cl)cc1)NCCc1ccccc1
16%	0	Cc1ccc(OCc2nn3c(-c4ccco4)nnc3s2)cc1
8%	1	CCOC(=O)Cn1nc(-c2ccccc2)c(-c2ccccc2)nc1=O
?	.	O=C(NCc1ccccc1)C1=C[C@H](c2ccc3c(c2)OCO3)C[C@H](OCCCCO)O1
-6%	-8	COCCNC(=S)Nc1cccc2cnccc12
-16%	5	CNc1oc(-c2ccc(Cl)cc2)nc1C#N
-6%	6	CC(C)CCC1CC(CSC(=N)N)OC1=O (stereo not given)
11%	6	CNC(=S)N(CCc1c(C)[nH]c2ccccc12)Cc1cccnc1
9%	3	O=C(C[n+]1cc(-c2ccccc2)n2c1CCCCC2)c1ccc(Cl)cc1
?	.	O=C(O)c1ccc(NCc2nc3ccccc3n2Cc2ccccc2)cc1
?	.	Nc1nonc1OCCOCCOCCOc1nonc1N
i	11	Nc1c(C2=NCCO2)nnn1Cc1ccccc1
4%	21	O=C(NCc1ccco1)C1CC2CCC1C2 (stereo not given)
?	.	COc1cc(NC(=O)COC(=O)/C=C/c2ccc(Cl)cc2Cl)cc(OC)c1
?	.	CCOc1cc(/C=N/NC(N)=S)cc(Br)c1OCc1ccccc1C
?	.	FC(F)(F)c1cccc(N/N=C/c2ccccc2)c1
?	.	COc1ccc(CNC(=O)c2c[nH]c3c(OC)cc(OC)cc3c2=O)cc1
?	.	N#Cc1nc(-c2ccco2)oc1N1CCN(Cc2ccccc2)CC1
4%	-6	NC(=O)Cc1nc(-c2ccc(F)cc2)cs1

(more compounds)
S3 lipid droplet	S3 lipid droplet cell count max	Molecule
5.2µM*	-9.4*	CN(c1ccc(C(=O)N2CCCCCC2)cc1)S(=O)(=O)c1ccccc1
?	.	Cc1ccc(C)c(S(=O)(=O)N2CCCCC2CCNC(=O)C(=O)NCc2ccncc2)c1 (stereo not given)
?	.	CCOC(=O)C1(CCCc2ccccc2)CCN(C(=O)CCn2cncn2)CC1
?	.	COc1ccc(CCC(=O)N(c2nnc(-c3cccnc3)s2)C(C)C)cc1
?	.	COc1ccc(C(=O)N[C@H](C(=O)Nc2ccc(S(=O)(=O)N3CCOCC3)cc2)C(C)C)cc1
-11%	9	Cc1ccc(NC(=S)Nc2c(C)n(C)n(-c3ccccc3)c2=O)cc1
?	.	Cc1ccccc1C(=O)N1CCC(C(=O)Oc2ccc(C#N)cc2)CC1
12%	3	CCCC(=O)n1nc(-c2ccc(C)cc2)nc1NCc1ccco1
4%	23	Cc1cccc(C(=O)n2c(=S)nc3cc(C)ccn32)c1
0%	-3	COC(=O)c1cnc(SCc2ccc(C)cc2)n1C
?	.	COc1ccccc1N1CCN(CC(O)COc2cccc3ccccc23)CC1 (stereo not given)
-16%	-20	N#Cc1nc(COc2ccccc2F)oc1NCCCn1ccnc1
